Source: PubChem BioAssay (Broad Institute)
E-selectin induc: induces E-selectin expression in human endothelial cells. 260,000 compounds, 0.37% hits. HUVEC E-selectin immunofluorescence imaging; normalized: neutral wells 0, TNF-alpha wells 100. P16581. activation, % at 7.58 µM;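 active = mean E-selectin-positive cell signal at least 10% of the positive control, reached in at least 60% of replicates, without over 20% cell loss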;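 note: in these data hits start at about 27%; measured in HUVEC primary endothelial cells; signal is the percent of cells scored E-selectin positive by PE staining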
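Assay system: HUVEC, human umbilical vein endothelial cells / Amount: 3,000 HUVEC/well / Controls: TNF-alpha positive control, DMSO neutral control / Compound dosing: single concentration / Medium: EGM-2 over gelatin coat / Evaluation: percent E-selectin-positive cells / Signal: immunofluorescence imaging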
RAD52 inh: RAD52 (human) annealing inhibition. P43351. recombinant RAD52 DNA annealing, FRET fluorescence. inhibition, % at 18.7 µM. 360,000 compounds, 0.46% hits. AID 651710;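 active = every replicate showing at least 50% inhibition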
Casp6 inh: caspase-6 (human) enzyme inhibition | P55212 | inhibition, % at 12.5 µM | purified caspase-6, Z-VEID-R110 cleavage fluorescence | 350,000 compounds, 0.53% hits;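 active = mean inhibition across replicates at least about 35%, with every replicate also reaching that limit, limit read from the data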;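 note: 0% = median of neutral control wells and 100% = no fluorescence left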
Target sequence (P55212 24-179 limits assumed): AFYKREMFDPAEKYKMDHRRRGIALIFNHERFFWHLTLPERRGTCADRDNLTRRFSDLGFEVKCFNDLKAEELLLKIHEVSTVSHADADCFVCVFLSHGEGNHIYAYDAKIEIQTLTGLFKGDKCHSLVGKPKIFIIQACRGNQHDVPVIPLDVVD
Target sequence (P55212 194-293 limits assumed): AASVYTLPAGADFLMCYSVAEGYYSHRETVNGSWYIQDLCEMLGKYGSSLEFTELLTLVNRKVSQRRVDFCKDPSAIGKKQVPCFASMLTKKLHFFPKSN
PglD inh: blocks C. jejuni PglD acetyltransferase activity; AID 602405; purified PglD enzyme, DTNB colorimetric CoA detection; 360,000 compounds, 0.098% hits; inhibition, % at 12.5 µM; in the data active = inhibition above about 16%, passing the limit was not always enough; note: strong numbers were not always called active
ARNT-TACC3 inh: disruptors of human ARNT/TACC3 interaction | inhibition, % at 9.99 µM | AlphaScreen His-ARNT PAS-B/GST-TACC3 binding, luminescence; TACC3 fragment carries E629A point mutation | 390,000 compounds, 0.66% hits | Q9Y6A5;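 active = mean inhibition of replicates at least 50% and at least half of replicates each reaching 50%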;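 note: 0% = complete ARNT plus TACC3 wells and 100% = ARNT alone without TACC3; many hits fall short of the cut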
ERp5 block: blocks human ERp5 reductase activity on insulin; ERp5 insulin aggregation, absorbance 650 nm, 90 min; inhibition, % at 9.99 µM; 350,000 compounds, 0.05% hits; AID 651711;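 active = mean replicate inhibition above about 25%, with every replicate also reaching it, limit read from the data, passing the limit was not always enough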
RAD54 branch: inhibitors of human RAD54 branch migration | AID 602329 | Q92698 | RAD54 Holliday junction branch migration, FAM/BHQ fluorescence | 360,000 compounds, 0.14% hits | inhibition, % at 10.4 µM;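 active = mean normalized replicate activity at least 40 and at least half of replicates scoring 40 or more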;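 note: 0% = median of neutral control wells and 100% = median of positive control wells; inhibitors cause a drop in the FAM fluorescence signal; in these data hits start at about 50%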
Target sequence (Q92698 whole entry, looked up): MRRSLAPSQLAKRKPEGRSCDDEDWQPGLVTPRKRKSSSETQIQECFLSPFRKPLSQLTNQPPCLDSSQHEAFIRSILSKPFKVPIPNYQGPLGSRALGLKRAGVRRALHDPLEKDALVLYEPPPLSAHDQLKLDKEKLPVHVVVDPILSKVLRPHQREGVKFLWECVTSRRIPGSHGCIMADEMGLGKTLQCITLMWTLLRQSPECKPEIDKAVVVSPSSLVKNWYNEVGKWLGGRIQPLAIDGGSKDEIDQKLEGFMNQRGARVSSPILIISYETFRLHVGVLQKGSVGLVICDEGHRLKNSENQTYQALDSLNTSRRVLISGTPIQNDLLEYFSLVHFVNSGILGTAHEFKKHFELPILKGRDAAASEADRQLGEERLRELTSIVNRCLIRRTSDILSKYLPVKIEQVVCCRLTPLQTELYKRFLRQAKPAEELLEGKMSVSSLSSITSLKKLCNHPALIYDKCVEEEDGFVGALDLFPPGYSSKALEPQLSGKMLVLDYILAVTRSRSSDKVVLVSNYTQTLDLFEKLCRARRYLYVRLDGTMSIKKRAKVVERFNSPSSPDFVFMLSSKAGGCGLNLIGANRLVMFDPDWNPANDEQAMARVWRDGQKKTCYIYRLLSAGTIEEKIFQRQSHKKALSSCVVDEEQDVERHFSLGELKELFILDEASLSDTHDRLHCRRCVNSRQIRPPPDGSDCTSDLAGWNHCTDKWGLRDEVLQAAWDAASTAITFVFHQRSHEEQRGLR
esBAF inh: blocks esBAF chromatin remodeling in mouse ES cells. reporter increase, % at 12.5 µM. AID 602393. 350,000 compounds, 2% hits. Bmi1-luciferase knock-in reporter, 24 h; 100% = twice the neutral-well signal; in the data active = activation above about 40%;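 note: 0% = median of the plate's neutral control wells and 100% = double that signal; a rise in the Bmi1 reporter signal indicates esBAF inhibition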
An asterisk follows results filed as active; nt = not tested or not shown; & = joins results of further samples.

SMILES | E-selectin induc | RAD52 inh | Casp6 inh | PglD inh | ARNT-TACC3 inh | ERp5 block | RAD54 branch | esBAF inh
O=C(NC1CCN(C(=S)NCc2ccco2)CC1)C12CC3CC(CC(C3)C1)C2 | nt | nt | nt | 2 | -2 | nt | -14 | 7
O=C(NCCCN1CCCC1=O)NC1CCCCC1 | nt | nt | nt | 4 | 11 | nt | -13 | -1
O=C(O)C1=C(C(=O)O)C2C=CC1C2 | -0.1 | -11 | 53* | 5 | -4 | 2 | 3 | -6
COC(=O)C[C@H](NC(=O)Cn1cnc2c(NCc3ccccc3)ncnc21)C(=O)OC | 0.1 | -8 | -5 | -1 | -2 | 0 | -1 | -6
O=C(NCCN1CCCCC1)c1cccc2c1C(=O)c1ccc(N3CCCC3)cc1S2(=O)=O | 0.1 | -271 | 3 | 4 | 1 | 5 | -12 | 3
O=C(NCC1CCCO1)C1CC(=O)N(c2cccc(Cl)c2)C1 (centres undefined) | 0.1 | -3 | -2 | -1 | -5 | 2 | -5 | -7
O=C(CCc1nc(-c2ccc(Cl)cc2)no1)NC1CCCCC1 | 0.0 | -12 | -3 | 0 | 9 | -1 | -13 | 1
C[C@@H]1CN([C@H](C)CO)C(=O)c2cc(NS(=O)(=O)c3ccc(F)cc3)ccc2O[C@@H](C)CCCCO[C@H]1CN(C)Cc1ccccc1 | nt | 35 | 1 | -3 | -3 | -6 | 5 | -6
COc1cc2nc(NCC3CCCO3)n3nc(-c4cccnc4)nc3c2cc1OC (centres undefined) | nt | nt | nt | -24 | -7 | nt | 29 | 3
CC(C)C[C@@]12C(=O)N(c3cccc(Cl)c3)C(=O)N1[C@H](c1ccc(Cl)cc1)[C@@H]1C(=O)N(C3CCCCC3)C(=O)[C@@H]12 | -0.1 | -14 | -1 | -1 | -6 | -2 | 11 | -4
O=C1/C(=C/c2cccnc2)Oc2cc(OS(=O)(=O)c3ccccc3)ccc21 | nt | nt | nt | 9 | 8 | nt | 11 | -5
O=c1nc(/C=C/c2ccc(O)c(O)c2)oc2ccccc12 | nt | nt | nt | -3 | 16 | nt | 1 | -11
COc1ccc(NC(=O)CSc2ncc(-c3ccc(F)cc3)n2Cc2ccco2)cc1 | nt | nt | nt | -7 | 3 | nt | 3 | -19
Cc1cc(C(=O)OCC(=O)c2ccc(Cl)c([N+](=O)[O-])c2)c2cccc(C)c2n1 | nt | -8 | -3 | nt | 0 | 2 | nt | nt
Cc1cc(Cl)ccc1OCC(=O)NNC(=O)c1cccs1 | nt | 5 | -1 | -4 | -9 | 1 | 4 | nt
N#Cc1cccc(-c2ccc(C3[C@H]4CNC[C@@H]3N4C(=O)Nc3ccc(Cl)cc3)cc2)c1 (some centres undefined) | 0.2 | -28&-7 | 0&-2 | nt | nt | 1&1 | nt | nt
CN(c1ccccc1)S(=O)(=O)c1ccc2ccccc2c1 | 0.1 | -3 | -2 | 1 | -12 | 1 | 10 | 5
CO[C@@H]1CN(C)C(=O)c2ccc(NC(=O)C3CCC3)cc2OC[C@@H](C)N(C)C[C@@H]1C | 0.1 | 9 | 0 | -3 | -11 | 6 | 0 | 0
COCC(=O)Nc1ccc2c(c1)C(=O)N(C)[C@@H]1CC[C@@H](CC(=O)NC3CCCC3)O[C@@H]1CO2 | 0.2 | nt | nt | 2 | 3 | nt | 6 | -2
O=C(OCc1cn([C@@H]2C[C@H](c3ccccc3)N(C(=O)C3CCCCC3)C[C@H]2O)nn1)c1ccccc1 | -0.1 | -7 | 5 | 1 | nt | 3 | 1 | -7
CC(NC(=O)c1ccc(S(=O)(=O)Nc2ccccc2Cl)cc1)c1ccncc1 (centres undefined) | 7.8 | -11 | -2 | 3 | -9 | 7 | 2 | -2
CC(C)N1CCN(Cc2ccc(Sc3nncn3C)o2)CC1CCO (centres undefined) | nt | -21 | -7 | -2 | -2 | -6 | 9 | -10
O=C1NC2(CCCC2)N=C1c1ccc(Cl)cc1 | nt | 8 | 1 | -7 | -3 | -4 | 4 | 8
Cc1ccc(S(=O)(=O)N2CCC(=O)N([C@H](COCc3ccccc3)C(C)C)CC2)cc1 | -0.2 | -10 | 0 | nt | nt | 2 | nt | nt
COc1ccc(CNC(=O)C2CCN(S(=O)(=O)c3cccnc3)CC2)cc1 | nt | -4 | 22 | 0 | -5 | 4 | -5 | -4

Reprinted at random: 2 entries already listed, in no set order.
SMILES | E-selectin induc | RAD52 inh | Casp6 inh | PglD inh | ARNT-TACC3 inh | ERp5 block | RAD54 branch | esBAF inh
O=C(NCCN1CCCCC1)c1cccc2c1C(=O)c1ccc(N3CCCC3)cc1S2(=O)=O | 0.1 | -271 | 3 | 4 | 1 | 5 | -12 | 3
COC(=O)C[C@H](NC(=O)Cn1cnc2c(NCc3ccccc3)ncnc21)C(=O)OC | 0.1 | -8 | -5 | -1 | -2 | 0 | -1 | -6

Some of these compounds in order of length of the SMILES, smallest number first.
SMILES | E-selectin induc | RAD52 inh | Casp6 inh | PglD inh | ARNT-TACC3 inh | ERp5 block | RAD54 branch | esBAF inh
Cc1cc(Cl)ccc1OCC(=O)NNC(=O)c1cccs1 | nt | 5 | -1 | -4 | -9 | 1 | 4 | nt
O=c1nc(/C=C/c2ccc(O)c(O)c2)oc2ccccc12 | nt | nt | nt | -3 | 16 | nt | 1 | -11
O=C(NCCN1CCCCC1)c1cccc2c1C(=O)c1ccc(N3CCCC3)cc1S2(=O)=O | 0.1 | -271 | 3 | 4 | 1 | 5 | -12 | 3
N#Cc1cccc(-c2ccc(C3[C@H]4CNC[C@@H]3N4C(=O)Nc3ccc(Cl)cc3)cc2)c1 (some centres undefined) | 0.2 | -28&-7 | 0&-2 | nt | nt | 1&1 | nt | nt
CO[C@@H]1CN(C)C(=O)c2ccc(NC(=O)C3CCC3)cc2OC[C@@H](C)N(C)C[C@@H]1C | 0.1 | 9 | 0 | -3 | -11 | 6 | 0 | 0

(more compounds)
SMILES | E-selectin induc | RAD52 inh | Casp6 inh | PglD inh | ARNT-TACC3 inh | ERp5 block | RAD54 branch | esBAF inh
COCCOc1cc(-n2cccc2)c(Cl)cc1Cl | nt | -8 | 3 | 1 | -5 | -1 | 5 | -3
C[C@@H]1CN([C@@H](C)CO)S(=O)(=O)c2ccc(C3=CCCCC3)cc2O[C@H]1CN(C)C(=O)Nc1ccc2c(c1)OCO2 | 0.2 | -1 | -1 | 4 | 14 | 7 | -18 | 3
COc1cc2c(cc1OC)CN(C(C)C(=O)Nc1ccc(NC(C)=O)cc1)CC2 (centres undefined) | nt | nt | nt | 0 | 7 | nt | 2 | -11
COc1ccc(SCCN2CC[C@@H](NC(=O)OCc3ccccc3)CCC2=O)cc1 | 0.6 | -9 | 1 | -1 | 2 | 4 | -5 | -2
CCOC(=O)c1sc(=S)n(C)c1NC(=O)c1ccccc1Cl | nt | -27 | 3 | -7 | 11 | -4 | 0 | nt
COCC(=O)Nc1ccc2c(c1)C(=O)N(C)C[C@@H](OC)[C@H](C)CN(Cc1cc(F)ccc1F)[C@H](C)CO2 | -0.2 | -2 | -1 | 0 | 2 | 2 | -1 | 0
CCC(=O)Nc1ccc2c(c1)C(=O)N(C)[C@@H]1CC[C@H](CC(=O)NCCCN(C)C)O[C@H]1CO2 | 0.2 | 3 | -3 | -2 | -6 | 0 | -3 | 3
O=C1CS/C(=N/N=C/c2ccncc2)N1 | 0.1 | -8 | -2 | 2 | nt | -2 | 9 | nt
Nc1nnc(SCC(=O)OCc2ccccc2)s1 | 3.7 | -12 | 0 | 5 | -2 | -13 | -5 | -2
O=c1c2ccccc2cnn1CCOc1cccc(Br)c1 | nt | -4 | -1 | 4 | -3 | 4 | -12 | 49*
O=c1oc2ccccc2cc1-c1nc2ccccc2o1 | nt | -38 | 1 | 3 | nt | 0 | 5 | -2
COC(=O)c1cc(S(=O)(=O)N2CCN(c3ccc(C(C)=O)cc3)CC2)cn1C | nt | -10 | -2 | 12 | 1 | 5 | 0 | 2
Cc1ccc2c(c1)nnn2C1CCN(C(=O)c2cccs2)CC1 | nt | nt | nt | 1 | 14 | nt | -8 | 7
Cc1sc2ncnc(N(C)Cc3ccco3)c2c1C | nt | nt | nt | 4 | -19 | nt | 1 | -3
C=CCNc1nc(C(=O)OCC(=O)N(Cc2ccccc2)C(C)C)cs1 | -0.8 | -5 | -1 | 1 | 1 | 1 | 0 | 0
CCN(CC)C(=O)CCn1nc(-c2ccc(C)cc2)c2ccccc2c1=O | nt | nt | nt | 2 | -8 | nt | -4 | 4
COCCOC(=O)c1c(C)oc2ccc(NS(=O)(=O)c3ccc(C)cc3)cc12 | 2.6 | -20 | 6 | -2 | -6 | 8 | -1 | 10
N#C[C@@H]1[C@H](c2ccc(C3=CCCCC3)cc2)[C@H](CO)N1C(=O)CN1CCOCC1 | -0.4 | -43 | -2 | -2 | 5 | 1 | -4 | 1
O=C(COc1ccc2ccccc2c1Br)NNC(=O)Nc1ccccc1 | nt | nt | nt | -2 | 0 | nt | 16 | -1
CCOC(=O)COc1ccc(C(=O)NC2CCCCC2)cc1 | nt | -8 | -1 | nt | 17 | 7 | nt | -2
NS(=O)(=O)c1ccc(CCNC(=O)CCCn2ncn3c(cc4occc43)c2=O)cc1 | nt | -12 | 0 | 0 | -3 | 2 | -11 | 4
O=C(C1CCOCC1)N1C[C@@H]2[C@H](c3ccccc31)[C@@H](CO)N2C(=O)Nc1ccccc1F | 0.0 | 14 | -2 | 1 | 3 | 2 | -2 | -1
CC(C)NC(=O)c1cc(-c2ccc(F)cc2OC(C)C)n[nH]1 | 0.0 | -7 | 4 | 2 | nt | 7 | 1 | -4
COc1cc2c(cc1OC)C(c1ccccc1)N(C(=O)C(C)(C)C)CC2 (centres undefined) | -0.1 | -6 | 0 | -1 | -1 | 4 | -6 | -6
CC(C(=O)Nc1ccc2c(c1)OCO2)N1CCN(C)CC1 (centres undefined) | nt | 1 | 14 | -2 | -4 | 0 | 5 | 1
SMILES | E-selectin induc | RAD52 inh | Casp6 inh | PglD inh | ARNT-TACC3 inh | ERp5 block | RAD54 branch | esBAF inh
Cc1c2cnn(CC(=O)Nc3c(F)c(F)cc(F)c3F)c(=O)c2c(C)n1Cc1ccc(F)cc1 | 0.1 | -4 | -2 | nt | nt | -6 | nt | nt
CN1CCN(c2ccc3c(c2)OC[C@@H](Cc2ccccc2)NS3(=O)=O)CC1 | 1.1 | -16 | -8 | nt | nt | -4 | nt | nt
Cc1noc(C)c1S(=O)(=O)N(C)C[C@H]1Oc2ccc(NC(=O)Nc3cccc4ccccc34)cc2CC(=O)N([C@H](C)CO)C[C@@H]1C | 0.2 | 6 | -2 | -2 | nt | -4 | 4 | 6
CC(=O)c1cc(C)ccc1OC(=O)CN1C(=O)c2ccccc2C1=O | nt | -8 | 3 | -3 | -1 | -2 | -3 | -5
CCS(=O)(=O)N1CCC(C(=O)NC2CCCCC2)CC1 | nt | 7 | 2 | nt | -2 | -4 | nt | nt
Cc1ccccc1CN1CCN(Cc2cc(=O)c3ccccc3[nH]2)CC1CCO (centres undefined) | -0.3 | -22 | -3 | 5 | 6 | -2 | -3 | -3
CCOc1ccc(OCC(=O)OCC(=O)Nc2ccccc2C#N)cc1 | 0.7 | -2 | 5 | -2 | -1 | -6 | 6 | 8
C=CCN(CC=C)Cc1cc(=O)oc2cc(C)cc(C)c12 | -0.2 | -2 | 1 | 6 | nt | 0 | -8 | -4
O=C(C[C@H]1C[C@H]2c3cc(NC(=O)NC4CCCC4)ccc3O[C@H]2[C@@H](CO)O1)NCc1ccncc1 | 0.4 | 3 | 1 | 0 | 1 | -4 | 5 | 1
C=CCn1cnc2c(c1=O)c1nc3ccccc3nc1n2/N=C/c1cc(OC)c(OC)c(OC)c1 | nt | nt | nt | -10 | -4 | nt | 21 | -4
COc1ccccc1-n1c(SCC(=O)NCC2CCCO2)nc2c([nH]c3ccccc32)c1=O (centres undefined) | 0.0 | -6 | -2 | 3 | 1 | -8 | -5 | 2

Not a hit list; about 3.2% have a hit in one of these screens.
